Screens deposited in PubChem BioAssay by National Center for Advancing Translational Sciences (NCATS).
FLuc modulator – firefly luciferase modulation, counter-screen for miR-21 project; P08659; purified FLuc, Km substrates, luminescence inhibition; Potency, µM (highest dose often 57.5 µM), for the others: top-dose activity change, negative = inhibition, hits mostly inhibitors; hit rate 6.9% among 360,000; AID 588342;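 further: potency means the concentration at half of the fitted maximal effect; plate controls were vehicle for no effect and reference inhibitor for full effect; nearly all actives have a fitted effect of over 55% in size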
Target sequence (P08659 whole entry, looked up): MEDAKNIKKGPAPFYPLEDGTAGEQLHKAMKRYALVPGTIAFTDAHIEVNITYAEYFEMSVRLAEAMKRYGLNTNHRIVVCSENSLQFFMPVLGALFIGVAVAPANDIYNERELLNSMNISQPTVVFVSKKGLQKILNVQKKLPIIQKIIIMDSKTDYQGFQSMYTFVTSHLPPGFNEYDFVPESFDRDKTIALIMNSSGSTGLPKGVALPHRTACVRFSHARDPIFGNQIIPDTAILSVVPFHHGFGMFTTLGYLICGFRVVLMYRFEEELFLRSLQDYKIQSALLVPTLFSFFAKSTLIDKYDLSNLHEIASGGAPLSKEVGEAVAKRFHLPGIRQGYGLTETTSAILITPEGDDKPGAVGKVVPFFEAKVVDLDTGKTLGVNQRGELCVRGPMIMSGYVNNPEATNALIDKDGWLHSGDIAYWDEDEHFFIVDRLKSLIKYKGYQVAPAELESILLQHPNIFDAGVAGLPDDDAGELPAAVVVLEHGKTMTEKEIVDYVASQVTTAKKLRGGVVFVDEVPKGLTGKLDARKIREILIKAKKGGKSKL
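Biochemical qHTS of compounds, final roughly 60 µM downward over six points, against 10 nM purified firefly luciferase using Km concentrations of substrates (10 uM D-luciferin, 10 uM ATP) in Tris acetate pH 7.5 buffer; luminescence output.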
ELG1 DNA repair – inhibitors of ELG1-dependent DNA repair in HEK293T cells; HEK293T ELG1-luciferase reporter, luminescence, 16 h; DNA damage induced by 5-fluorouridine; Potency, µM (top dose mostly 46.1 µM), for inactives: at the top dose activity change, negative = inhibition, usual class: inhibitors; hit rate 2.3% among 330,000; further: potency means the concentration at half of the fitted maximal effect; on the % scale 0 is the no-effect control and ±100 the full control effect; nearly all actives have a fitted effect of over 55% in size
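Quantitative HTS, concentration-response format. 2,000 cells/well co-treated with 5-fluorouridine and compound, 16 hr in 5% CO2 at 37 °C; ONE-Glo luminescence read after 30 min.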
MBNL1-CUG inh – blocks human MBNL1 binding to CUG repeat RNA. Q9NR56. TR-FRET MBNL1-His/biotin-(CUG)12 binding, 665/545 ratio. Potency, µM (doses to about 57.5 µM), without a hit: at the highest dose activity change, negative = inhibition, most hits filed as inhibitors. hit rate 0.036% among 280,000; active means well fitted inhibition curve with a large enough effect in the signal ratio, with a control signal flat, not every such curve was filed as active; inconclusive means small, poorly fitted or top-dose-only effect, or effect the other way, or a change in a side signal; inactive means no such curve, though single readings can be large or run the other way; the % refers to the signal ratio; further: potency means the concentration at half of the fitted maximal effect; on the % scale 0 is the no-effect control and ±100 the full control effect
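TR-FRET between His-tagged MBNL1 and biotin-(CUG)12 RNA, detected with Tb anti-His antibody (0.055 ng/ul) and streptavidin-XL665 (5 nM), 60 min at room temperature. Compounds titrated 92 nM to 58 uM; 665/545 nm ratio normalized to buffer and complex controls.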
Mito fusion yeast – inhibitors of mitochondrial division or activators of mitochondrial fusion; S. cerevisiae fusion-defective mutant growth rescue, CellTiterGlo 48 h; Potency, µM (titrated, usually from 46.1 µM), for the others: at the top dose growth rescue (activation), usual class: activators; hit rate 0.23% among 320,000;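 further: potency means the concentration at half of the fitted maximal effect; % of control where 0% means no effect; nearly all actives have a fitted effect of over 45% in size; temperature-sensitive fusion mutants such as fzo1-1 at 37 °C on non-fermentable ethanol glycerol medium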
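Luminescent cell viability in 1536-well qHTS format served as the measure of rescued growth in ts fusion-mutant S. cerevisiae cultured on non-fermentable YPEG for 48 hours at 37C.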
NPC1 prom act – NPC1 promoter activation | Huh7 NPC1 promoter luciferase reporter, 24 h | Potency, µM (titrated, usually from 9.22 µM), without a hit: at the highest dose activation, actives largely listed as activators | hit rate 2.4% among 320,000;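 further: potency means the concentration at half of the fitted maximal effect; % of control where 0% means no effect; nearly all actives have a fitted effect of over 60% in size; reporter is driven by a mutant NPC1 promoter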
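Stable NPC1-promoter luciferase Huh7 line; cpd (DMSO) 24 h, 37 °C, 5% CO2; Amplite luciferase reagent 10 min RT; luminescence readout. qHTS format.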
PKM2 act – PKM2 (human) enzyme activation; P14618; AID 1631; Potency, µM (doses to about 57.5 µM), inactives show at the highest dose activation, usual class: activators; hit rate 0.34% among 260,000; purified PKM2, Kinase-Glo ATP luminescence, activation; response scale: 0% is enzyme alone, no compound; further: potency means the concentration at half of the fitted maximal effect; on the % scale 0 is the no-effect control and ±100 the full control effect; nearly all actives have a fitted effect of over 55% in size
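hPK-M2, >95% pure; 0.1 mM ADP / 0.5 mM PEP final; imidazole pH7.2 buffer w/ 7 mM MgCl2, 50 mM KCl; 1 h RT; Kinase-Glo lum. Intermediate enzyme activity for dual inhibitor/activator qHTS.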
RORgamma inh – inhibitors of mouse ROR gamma transcriptional activity; P51450; Drosophila S2 Gal4-RORgamma UAS-luciferase reporter, 20 h; Potency, µM (doses to about 53.6 µM), inactives show at the highest dose activity change, negative = inhibition, hits mostly inhibitors; hit rate 5.4% among 310,000; AID 2551; further: potency means the concentration at half of the fitted maximal effect; on the % scale 0 is the no-effect control and ±100 the full control effect; nearly all actives have a fitted effect of over 60% in size
Target sequence (P51450 whole entry, looked up, the tested form may be a part): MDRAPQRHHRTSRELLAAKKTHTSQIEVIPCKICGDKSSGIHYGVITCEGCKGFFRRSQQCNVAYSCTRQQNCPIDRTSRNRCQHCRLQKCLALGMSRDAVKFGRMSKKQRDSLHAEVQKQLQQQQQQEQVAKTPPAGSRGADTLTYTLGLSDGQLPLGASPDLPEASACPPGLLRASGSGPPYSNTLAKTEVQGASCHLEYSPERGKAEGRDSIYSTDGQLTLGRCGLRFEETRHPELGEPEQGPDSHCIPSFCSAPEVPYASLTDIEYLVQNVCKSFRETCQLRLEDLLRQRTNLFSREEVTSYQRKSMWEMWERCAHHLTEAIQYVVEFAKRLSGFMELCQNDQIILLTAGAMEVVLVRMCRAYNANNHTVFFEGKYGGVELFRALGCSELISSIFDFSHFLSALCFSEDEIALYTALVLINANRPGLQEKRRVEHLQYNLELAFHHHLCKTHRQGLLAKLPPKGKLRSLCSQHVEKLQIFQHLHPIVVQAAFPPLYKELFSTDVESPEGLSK
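ROR gamma transcriptional activity was tracked as Gal4-UAS luciferase output in stably transfected Drosophila Schneider cells, with compound added 1 hr before 700 uM copper sulfate induction and a 20 hr ambient-temperature incubation.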
Menin-MLL TR inh – menin-MLL binding inhibition, Texas Red mutant peptide; Potency, µM (titrated, usually from 61.6 µM), for inactives: at the highest dose FP activity change, negative = inhibition, actives largely listed as inhibitors; hit rate 0.23% among 270,000; Menin + Texas Red MLL mutant peptide, fluorescence polarization; AID 1768; O00255; active means well fitted inhibition curve with a large enough effect in the polarisation, with a control signal flat, not every such curve was filed as active; inconclusive means small, poorly fitted or top-dose-only effect, or effect the other way, or a change in a side signal; inactive means no such curve, though single readings can be large or run the other way; the % refers to the polarisation; further: potency means the concentration at half of the fitted maximal effect; % of control where 0% means no effect; many of its hits are not listed in these tables
VP16 counter – counter-screen for ROR gamma inhibitors: Gal4-VP16 reporter; Potency, µM (highest dose often 53.6 µM), for inactives: at the top dose activity, negative = inhibition, hits mostly inhibitors; hit rate 3.5% among 310,000; Drosophila S2 Gal4-VP16 UAS-luciferase, luminescence, 20 h;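 further: Gal4-VP16 expression switched on by copper sulfate through the metallothionein promoter; potency means the concentration at half of the fitted maximal effect; on the % scale 0 is the no-effect control and ±100 the full control effect; nearly all actives have a fitted effect of over 50% in size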
Rab9 promoter act – Rab9 promoter activation; Huh7 Rab9 promoter-luciferase reporter, luminescence, 24 h; Potency, µM (series often up to 9.22 µM), without a hit: top-dose activation, negative = inhibition, usual class: activators; hit rate 2.8% among 320,000; AID 485297; further: potency means the concentration at half of the fitted maximal effect; % of control where 0% means no effect; nearly all actives have a fitted effect of over 60% in size
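Cell-based reporter: Huh7 stable for Rab9 promoter-driven luciferase, plated in reduced-serum medium with 10% FBS at 1500 cells/well, compound-treated 24 h at 37 °C, luminescence read after 10 min reagent.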
KCNH2 3.1 inh – inhibitors of human KCNH2 3.1 potassium channel isoform; activity change, % (tested at about 1.8 µM); hit rate 0.95% among 340,000; U2OS KCNH2 3.1, thallium flux FluxOr; hits give low values;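 active means maximum activity change below -70%; inconclusive means maximum activity change from -70% to -50%; inactive means maximum activity change above -50%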;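 further: thallium influx rate constant from kinetic fluorescence after stimulation buffer; on the % scale 0 is the no-effect control and ±100 the full control effect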
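U2OS cells transduced with KCNH2 3.1 mutant virus (1.77 x 10^8 /mL, 4 h), plated overnight at 37 C, loaded 45 min with FluxOr dye plus Red40 quencher. Thallium flux rate constant from kinetic reads after stimulation buffer, normalised to controls.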
Numbers without * were called inactive; ? = inconclusive; / = no result given; & = joins results of further samples; [ ] = dose if it differs, or a comment. Unless noted, the call rests on the fitted dose curve; in most records, active means well fitted curve in the direction sought with a large enough effect; inconclusive means small, poorly fitted or top-dose-only effect, or another doubt; inactive means no such curve, though single readings can be large; an effect the other way counts as inactive or inconclusive. A portion of the library; rates above refer to the full screens.

SMILES	FLuc modulator	ELG1 DNA repair	MBNL1-CUG inh	Mito fusion yeast	NPC1 prom act	PKM2 act	RORgamma inh	Menin-MLL TR inh	VP16 counter	Rab9 promoter act	KCNH2 3.1 inh
Cn1cc(C(=O)NC2CCCCC2)c(=O)c2cc(S(=O)(=O)N3CCCC3)ccc21	0%	9%	-6%	0%	1%	2%	2%	21%	-4%	-8%	25
N#CC1=C(SCC(=O)c2ccc(Cl)cc2)NC2=C(C(=O)CCC2)C1c1ccco1 (centres undefined)	-2%	?	22%	18%	-22%	6%	31%	?	1%	5%	-10
COc1ccccc1CNC(=O)CCN=C1NS(=O)(=O)c2ccccc21	3%	8%	/	0%	0%	/	/	/	/	-4%	11
COc1ccc(CCn2c(N)c(C(=O)NCc3ccco3)c3nc4ccccc4nc32)cc1	2%	21µM*	21%	14%	-10%	2%	?	?	?	-6%	-9
O=C(CCS(=O)(=O)c1ccc(Br)s1)NCc1cccs1	-4%	3%	2%	-4%	1%	21%	21%	9%	-5%	-6%	16
CN(C)CCCN1C(=O)C(O)=C(C(=O)c2cc3ccccc3o2)C1c1ccccc1 (centres undefined)	0%	?	150%[activator]	2%	-4%	-2%	2%	-9%	0%	11%	-1
O=C(CCn1cccc1)NCc1ccc(Cl)cc1	4%	16%	4%	2%	1%	2%	20%	?	-12%	5%	-2
CCOC(=O)C1CCCN(C2=NC(=O)/C(=C/c3ccc(OC)cc3)S2)C1 (centres undefined)	-11%	-15%	?	3%	-1%	/	15%	-9%	2%	2%	-4
CC(CCc1ccccc1)NC(=O)CN(C)Cc1ccc(F)cc1 (centres undefined)	0%	-10%	-3%	-7%	-2%	/	2%	?	-3%	0%	-35
CC(=O)c1cc2c(cc1NC(=O)c1ccc(C)cc1)OCCO2	5.4µM*	7%	5%	5%	0%	-2%	?	16%	6%	2%	0
Cc1ccc(C)c(OCC(=O)N2CCN(C(=O)c3ccco3)CC2)c1	-1%	0%	-17%	-1%	-1%	-1%	28%	0%	-13%	-4%	4
O=C(N/C(=C/C=C/c1ccccc1)C(=O)N1CCOCC1)c1ccccc1Br	-8%	-8%	?	-9%	0%	-21%	13%	1%	5%	1%	-1
NC(=O)N/N=C/c1ccc2cccc(OCc3ccccc3)c2n1	19µM*	0%	34%[activator]	-5%	-1%	-6%	12%	/	2%	1%	8
CC(=O)Nc1ccc(S(=O)(=O)NCc2ccc3[nH]c(C)cc3c2)cc1	-2%	-12%	6%	-3%	4%	0%	32%	-3%	1%	0%	16
Cc1ccc(-n2ncc3c(NCC4CCCO4)ncnc32)c(C)c1 (centres undefined)	?	-4%	-14%	7%	2%	-3%	23%	1%	26%	0%[1.84 µM]	-6
C/C(=N\NS(=O)(=O)c1ccc(C)c([N+](=O)[O-])c1)c1ccc2c(c1)OCO2	11µM*	17%	1%	-6%	2%	11%	-1%	?	-10%	-10%	-5
Cc1cccc(C)c1NC(=O)CCCn1nc(C)c2c(C)n(-c3ccccc3)nc2c1=O	1%	3%	1%	-2%	-2%	/	7%	/	-1%	3%	2
COc1cc2c(cc1NC(=O)CSc1nnc(COc3ccc(Cl)cc3)n1C)oc1ccccc12	?	-24%	-14%	12%	0%	-5%	?	8%	-4%	3%	-11
NC(=S)N/N=C/c1cccc(O)c1O	?	-3%	0%	2%	-16%	-5%	7.1µM*	-7%	?	-17%	4
COc1cccc(N2CC(C(=O)Nc3nnc(SCCC4OCCO4)s3)CC2=O)c1 (centres undefined)	1%	2%	4%	-3%	3%	/	4%	/	-9%	2%	/
CC(CCc1ccccc1)OS(N)(=O)=O (centres undefined)	9%	-3%	6%	1%	1%	2%	17%	4%	4%	9%	-14
C[C@@H]1NC(=O)[C@H](CCC(N)=O)NC(=O)c2cc([N+](=O)[O-])cc(I)c2NCC[C@@H](C(N)=O)NC1=O	3%	20%	?	-2%	-1%	-3%	-12%	12%	1%	-1%	-8
CC(C)NC(=O)CN1CCC(c2ccccc2)C(O)C1 (centres undefined)	0%	-1%	-10%	-2%	-2%	0%	23%	-8%	-1%	-10%	17
O=S(=O)(NCc1ccccc1)c1cccc2nsnc12	-3%	1%	?	6%	1%	-3%	8%	/	1%	2%	12
Cc1ccc(CNC(=O)CN2C(=O)CSc3ccc(S(=O)(=O)N4CCCCC4)cc32)cc1	-17%	-6%	-3%	8%	-3%	/	24%	-11%	2%	1%	-9
CCn1nc(C)cc1Nc1ccccc1	-2%	13%	-3%	-2%	9%	-11%	12%	-3%	8%	-4%	-14
COc1ccc(C2/C(=C(/O)c3ccccc3)C(=O)C(=O)N2CC(C)O)c(OC)c1 (centres undefined)	-2%	-2%	14%	-3%	-4%	1%	1%	16%	-2%	3%	4
CCOc1ncc(S(=O)(=O)N2CCN(CC)CC2)cc1C(=O)O	3%	12%	0%	1%	0%	-4%	-19%	6%	2%	1%	4
O=C(Nc1ccc(N2CCOCC2)cc1N1CCOCC1)c1ncoc1-c1cccc(F)c1	0%	?	-12%	6%	1%	/	4%	/	0%	-2%	4
CC(=O)Nc1ccc(NC(=O)COC(=O)CCc2nc3ccccc3s2)cc1	2%	3%	-8%	4%	-1%	-5%	-22%	13%	0%	1%	4
COc1cc(CN/C(C)=C(\C#N)C(N)=O)cc(OC)c1OC	0%	-29%	1%	0%	-9%	6%	?	22%	2%	-2%	-7
Cc1ccc(Cl)cc1N1CCN(C(=O)Cc2c(C(=O)O)[nH]c3ccccc23)CC1	1%	4%	-10%	-1%	6%	3%	12%	?	-4%	2%	-9
CC(=O)C1C(c2cccc(F)c2)c2c(n[nH]c2C)CC1(C)O (centres undefined)	1%	?	-2%	-2%	-3%	-2%	9%	/	-4%	-3%	-18
Cc1nnc(Sc2nc3ccccc3o2)c2ccccc12	19µM*	?	-10%	-16%	-5%	5%	?	16%	?	0%	-18
CC(=O)SCC[N+](C)(C)C	1%	16%	-4%	1%&4%	4%[46.1 µM]	-10%	13%	2%	-3%	0%[46.1 µM]	0
Cc1[nH]c2ccccc2c(=O)c1CN(C)Cc1ccccc1	-19%	?	?	4%	5%	-2%	13%	2%	22%	10%	-1
O=C(NCc1ccc(N2CCCC2=O)cc1)c1cc(COc2c(F)cccc2F)on1	-4%	?	-4%	4%	11%	-8%	?	/	?	11%	-2
Cc1ccc(S(=O)(=O)NC(=NCC(=O)O)c2ccc(F)cc2)cc1	-1%	-6%	-7%	2%	1%	-3%	8%	-3%	1%	15%	4
COC(=O)c1ccccc1NC(=O)c1cccnc1	0%	0%	2%	2%	-2%	-2%	-5%	0%	0%	0%	17
COc1cc(C(=O)NCc2nnc(SCC(=O)Nc3nccs3)o2)cc(OC)c1OC	-2%	-5%	4%	-3%	-2%	4%	-13%	-11%	-5%	1%	12
COc1ccnc(Oc2ccc(Cl)cc2)c1C#N	0%	2%	-7%	7%	-1%	-2%	35%	-8%	7%	1%	9
Cc1ccc(S(=O)(=O)Oc2ccc(/C=C3\N=C(c4cccc(C)c4)OC3=O)cc2)cc1	2%	3%	-6%	1%	0%	0%	-2%	8%	-9%	7%	2
CCCCNC(=O)COC(=O)c1cc2c(C)nn(-c3ccccc3)c2s1	0%	0%	8%	3%	-1%	-5%	1%	1%	2%	5%	1
O=Cc1ccc(N2CCCC2)o1	0%	-2%	?	-2%	-1%	5%	-1%	12%	3%	-4%	1
Oc1ccc(O)c(/C(=N/Nc2ccccc2)c2ccccc2)c1	-15%	3%	-5%	-21%	23%	/	-21%	?	9%	1%	/
O=C(c1cc(-c2cccs2)on1)N1CCN(C(c2ccccc2)c2ccccc2)CC1	1%	-4%	-1%	1%	-32%[inhibitor]	-1%	10%	/	-1%	-54%[inhibitor]	-16
Cn1c(=O)c2sccc2n2c(CCCC(=O)Nc3ccc(F)cc3F)nnc12	1%&0%	-10%	22%	6%	2%	-3%	33%	-2%	4%	7%	-1
